# DAGLB inh: DAGLB lipase inhibitors, primary screen, biochemical, fluorescence, HTS; Diacylglycerol lipase-beta (Homo sapiens), Q8NCG7; inhibition, % at 5.17 µM; 0.059% of 340,000 active; HEK293T DAGLB membrane lysate, EnzChek fluorogenic substrate; in the data active = inhibition above about 34%;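 also: 0% = enzyme with vehicle and 100% = wells lacking enzyme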
# Target sequence (Q8NCG7 whole entry, looked up): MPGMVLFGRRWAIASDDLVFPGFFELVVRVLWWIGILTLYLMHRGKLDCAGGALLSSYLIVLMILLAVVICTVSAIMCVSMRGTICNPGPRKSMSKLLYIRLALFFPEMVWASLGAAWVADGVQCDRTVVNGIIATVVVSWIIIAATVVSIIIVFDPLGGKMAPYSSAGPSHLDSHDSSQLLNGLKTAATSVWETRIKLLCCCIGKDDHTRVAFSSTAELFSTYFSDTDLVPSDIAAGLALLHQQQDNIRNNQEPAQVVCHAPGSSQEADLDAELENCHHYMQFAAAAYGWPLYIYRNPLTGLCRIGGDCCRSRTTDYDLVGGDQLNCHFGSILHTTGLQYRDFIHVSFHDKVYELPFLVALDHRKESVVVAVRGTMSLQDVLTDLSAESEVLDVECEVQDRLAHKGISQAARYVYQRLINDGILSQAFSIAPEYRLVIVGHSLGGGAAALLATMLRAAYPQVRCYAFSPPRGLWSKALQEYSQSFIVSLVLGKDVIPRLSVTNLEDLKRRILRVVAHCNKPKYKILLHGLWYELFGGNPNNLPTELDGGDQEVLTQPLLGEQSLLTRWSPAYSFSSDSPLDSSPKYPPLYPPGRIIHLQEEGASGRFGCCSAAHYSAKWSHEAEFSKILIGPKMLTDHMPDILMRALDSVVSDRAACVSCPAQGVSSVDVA
# HTR5A ag ctr: HTR5A agonists in luminescence cell assay, primary screen, counter-screen for OPRM1-OPRD1 heterodimer agonist project, full-deck HTS; 5-hydroxytryptamine receptor 5A (Homo sapiens), P47898; cell-based; activation, % at 9.3 µM; 0.61% of 340,000 active; AID 504692, 2011; in the data active = activation mostly above about 9.5%, no sharp cut-off; inactive = mostly below about 7.6%;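 also: 0% = cells with vehicle only and 100% = reference agonist; strong numbers were not always called active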
# E coli growth: E. coli V3065 growth inhibition, primary screen, counter-screen for AddAB inhibitor project, absorbance, OD600; 18 h; inhibition, % at 11.9 µM; 0.27% of 330,000 active;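 active = inhibition above the campaign's mean inhibition across all tested compounds plus 3 SD, cut at about 9.9% in these data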;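 also: uninfected addAB+ strain grown without phage in ampicillin broth; 0% = DMSO wells and 100% = ciprofloxacin 0.95 µg/ml wells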
# PKA-R1A act: activators of PKA-R1A holoenzyme, primary screen, biochemical, fluorescence polarization, Cy5-IP20, bovine R1A, mouse PKAc | AID 504707, 2011 | 0.083% of 340,000 active | PKA-R1A dissociation; scaled: DMSO 0%, 113 µM cGMP 100% | cAMP-dependent protein kinase type I-alpha regulatory subunit (Bos taurus) + … | activation, % at 11.4 µM;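 active = percent activation above the mean of all tested compounds plus 3 SD, cut at about 19% in these data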;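 also: higher means more PKAc released from R1A so a rise in polarization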
# phage Ecoli inh: growth loss of phage-infected E. coli, primary screen, RecBCD inhibitor project, absorbance, with phage, HTS. inhibition, % at 11.9 µM. 0.26% of 360,000 active; in the data active = inhibition above about 11%
# Tat transport: E. coli Tat export inhibitors, primary screen, MC4100, TorA-mCherry reporter, fluorescence, single point; 0.036% of 340,000 active; inhibition, % at 10 µM;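 active = mean replicate inhibition at least 50% and at least half of replicates individually reaching 50%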;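 also: exported cargo escapes ClpAP degradation while cytoplasmic cargo is degraded and loses fluorescence; 0% = median of neutral control wells and 100% = median of NaSCN control wells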
# CDK5 inh: inhibitors of human CDK5/p35 kinase, primary screen, biochemical, single concentration; Recombinant CDK5/p35, ADP-Glo luminescence, 60 min; AID 488839, 2010; 0.01% of 330,000 active; inhibition, % at 10 µM; Cyclin-dependent kinase 5 (Homo sapiens) + Cyclin-dependent kinase 5 activator 1 (Homo …;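 active = highest replicate inhibition of at least 50% and at least 75% of replicates reaching 50%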;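 also: plate controls were DMSO neutral control for no effect and GW8510 at 10 µM for full effect; many of its hits are not listed in these tables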
# PKA-R2B act: activators of PKA-R2B holoenzyme, primary screen, biochemical, fluorescence polarization, Cy5-IP20, human | AID 504700, 2011 | 0.079% of 340,000 active | activation, % at 11.4 µM | cAMP-dependent protein kinase catalytic subunit beta (Homo sapiens) + cAMP-dependent … | PKA-R2B holoenzyme dissociation; R2B truncated from residue 108, S112A mutant; 0% DMSO only, 100% 113 µM cGMP;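 active = activation above a cutoff set at the mean over all compounds plus 3 SD, cut at about 18% in these data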;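 also: higher means more holoenzyme dissociation and a rise in polarization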
# Target sequence (P31323 whole entry, looked up, other chains not shown, the tested form may be a part): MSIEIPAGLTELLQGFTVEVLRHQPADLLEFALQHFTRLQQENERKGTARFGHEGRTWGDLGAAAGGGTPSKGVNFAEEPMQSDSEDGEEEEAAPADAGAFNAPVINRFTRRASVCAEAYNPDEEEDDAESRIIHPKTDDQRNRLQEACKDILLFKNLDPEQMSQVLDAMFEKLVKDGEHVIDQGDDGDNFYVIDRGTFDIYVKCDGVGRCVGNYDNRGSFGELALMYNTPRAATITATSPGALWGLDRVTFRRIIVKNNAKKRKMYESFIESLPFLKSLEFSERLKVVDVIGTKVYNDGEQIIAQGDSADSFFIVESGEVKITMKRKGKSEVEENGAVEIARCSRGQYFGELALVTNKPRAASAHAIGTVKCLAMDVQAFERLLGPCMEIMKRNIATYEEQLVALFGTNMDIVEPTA
# HTR5A inv ag: HTR5A inverse agonists in luminescence cell assay, primary screen, counter-screen for OPRM1-OPRD1 heterodimer inverse agonist project, full-deck HTS. inhibition, % at 9.3 µM. HTR5A cell line, inverse agonism. 5-hydroxytryptamine receptor 5A (Homo sapiens), P47898. AID 504634, 2011. 0.083% of 340,000 active; in the data active = inhibition mostly above about 23%, no sharp cut-off; inactive = mostly below about 18%;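 also: 0% = cells with DMSO and 100% = no-cell wells with DMSO; some compounds called inactive have numbers as strong as hits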
# Mot1-301 SUMO: yeast Mot1-301 growth rescue at high temperature, primary screen, SUMOylation pathway inhibitor project, S. cerevisiae, ATP luminescence, 38.5C. growth rescue, % at 18.8 µM. 1% of 320,000 active. S. cerevisiae Mot1-301 growth rescue; percent above DMSO median, 100 means doubled;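 active = every valid replicate shows activation above 250% relative to neutral control wells; inactive = the rest, any valid replicate at or below 250%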;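 also: OY570 slx delta 5 strain wells were the positive control but not used for scaling; some compounds called inactive have numbers as strong as hits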
# AddAB inh: growth inhibition of E. coli expressing H. pylori AddAB, primary screen, AddAB inhibitor project, absorbance. inhibition, % at 11.9 µM. 0.29% of 330,000 active; in the data active = inhibition above about 12%;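 also: 0% = vehicle wells of infected cells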
# The depositor's hits bear a star; i = inactive; . = not tested or not shown. Hits appear at their usual frequency, and some 2.3% of all compounds hit somewhere here.
SMILES,DAGLB inh,HTR5A ag ctr,E coli growth,PKA-R1A act,phage Ecoli inh,Tat transport,CDK5 inh,PKA-R2B act,HTR5A inv ag,Mot1-301 SUMO,AddAB inh
COCc1ccc(C(=O)NC2CCCN(Cc3ccccc3F)C2)o1 (stereo unspecified),0.2,3.0,3.0,-1.5,4.5,7.7,0.4,3.0,-7.7,1.4,1.8
C=C(C1=CCN(S(=O)(=O)C(C)(C)C)[C@@H]1CCO)c1ccccc1,-0.6,3.6,.,4.5,2.3,8.2,0.0,7.9,-13.7,.,.
CNCCOc1ccccc1-c1ccccc1,0.6,-3.7,0.4,-2.2,5.5,-1.7,-0.8,-1.1,-13.8,3.6,4.3
Cn1c(=O)[nH]c(=O)c2c1nc(Sc1ccccc1)n2CCc1ccccc1,3.3,0.6,0.3,3.9,4.3,4.1,-0.1,-1.6,-1.6,614.4*,1.9
COc1cccc(CC(=O)NNC(=O)c2ccc3c(c2)OCO3)c1,2.1,-0.3,-1.9,-12.1,0.7,-0.8,1.4,-16.4,-9.3,-3.3,-2.0
O=C(Nc1cccc(-n2cnnn2)c1)c1ccoc1COc1ccc(Cl)cc1,1.1,6.5,-0.3,6.8,1.9,-4.0,-0.4,-5.2,-20.5,4.7,2.4
O=C(O)Cn1cnc2scc(-c3cccs3)c2c1=O,-7.9,2.8,2.6,4.6,1.2,7.6,0.1,9.9,28.6,-18.5,-0.2
Cc1ccc(OCC(=O)N2CCN(C(=O)CCC3CCCC3)CC2)cc1,-1.5,-2.1,0.9,3.0,.,6.9,-0.3,3.0,9.8,-1.6,1.6
CC(=O)NS(=O)(=O)c1ccc(N=c2ssc3c2-c2cc(C)ccc2NC3(C)C)cc1,14.4,3.0,-2.8,0.9,2.5,-2.0,-3.4,-1.7,3.6,.,-1.0
COc1ccc(C(=O)Oc2c(OC)cc(C(=S)N3CCOCC3)cc2OC)cc1OC,-1.5,0.5,-0.4,-2.1,2.5,3.7,-0.1,-1.8,-2.0,-13.8,1.7
CCN(CC)S(=O)(=O)c1ccc(C(=O)Nc2nnc(C(C)C)s2)cc1,1.0,-4.7,0.3,-18.4,2.7,-8.5,1.7,-2.7,-2.3,-8.4,0.0
Cc1ccccc1-c1nc(-c2ccc(NC(=O)c3ccc4c(c3)OCO4)cc2)no1,0.5,-0.5,-1.5,-2.6,2.0,7.8,-1.9,-7.1,1.5,356.4,2.3
COc1ccc(CCC(=O)NCc2ccccc2OC)cc1,-1.3,-0.2,-3.4,-5.9,2.7,3.5,0.3,-4.0,0.9,-3.3,-1.4
CCCNC(=O)c1onc(CSc2ccc(F)cc2)c1C(=O)NCCC,-7.5,-2.0,0.3,-3.7,-0.5,3.1,-0.1,-3.6,-27.9,-9.9,0.1
COc1ccc(/C(O)=C2\C(=O)C(=O)N(c3cc(C)on3)C2c2cccc(OC)c2OC)cc1C (stereo unspecified),-1.6,-0.4,-3.9,-6.4,0.9,4.2,-1.1,0.8,-7.0,0.4,-0.5
CCOCCCNC(=O)c1c[nH]c2c(CC)cccc2c1=O,1.7,2.6,2.4,-7.8,3.2,-5.0,0.3,-15.1,34.5,0.7,-0.4
CN(c1ccccc1)S(=O)(=O)c1cccc(C(=O)NCC(=O)Nc2ccc(F)c(F)c2F)c1,-1.8,-1.7,1.1,2.9,3.8,-4.3,-1.1,-6.1,4.2,5.2,-2.2
O=C(Nc1ccccc1F)C1CCN(C(=O)NC2CCCCC2)CC1,-1.3,5.0,0.2,-10.6,1.1,-3.6,0.6,1.9,-13.2,-15.5,2.9
Cc1ccc(C(=O)N(C)CC(=O)Nc2cccc(F)c2)cc1S(=O)(=O)N1CCCCC1,1.0,-1.5,-1.6,-0.9,4.6,-6.0,-0.1,2.9,26.8,-20.9,0.7
CC1CCCCN1C(=O)COC(=O)c1n[nH]c2ccccc12 (stereo unspecified),3.0,-5.0,0.6,-2.9,4.2,8.9,-0.3,-2.2,-16.3,.,2.1

# 2 entries from above, reformatted.
smiles | DAGLB inh | HTR5A ag ctr | E coli growth | PKA-R1A act | phage Ecoli inh | Tat transport | CDK5 inh | PKA-R2B act | HTR5A inv ag | Mot1-301 SUMO | AddAB inh
CCOCCCNC(=O)c1c[nH]c2c(CC)cccc2c1=O | 1.7 | 2.6 | 2.4 | -7.8 | 3.2 | -5.0 | 0.3 | -15.1 | 34.5 | 0.7 | -0.4
CN(c1ccccc1)S(=O)(=O)c1cccc(C(=O)NCC(=O)Nc2ccc(F)c(F)c2F)c1 | -1.8 | -1.7 | 1.1 | 2.9 | 3.8 | -4.3 | -1.1 | -6.1 | 4.2 | 5.2 | -2.2

# (more compounds)
SMILES,DAGLB inh,HTR5A ag ctr,E coli growth,PKA-R1A act,phage Ecoli inh,Tat transport,CDK5 inh,PKA-R2B act,HTR5A inv ag,Mot1-301 SUMO,AddAB inh
COc1ccc2nc(-n3c(C)ccc3C)sc2c1,-4.9,1.7,-1.2,5.6,0.7,-7.5,-0.1,8.1,-4.3,0.9,0.1
Cc1ccc(-c2nc(S(=O)(=O)c3ccc(C)cc3)c(N3CCOCC3)o2)cc1,-2.3,4.6,0.3,-3.6,-0.8,0.9,1.4,-4.0,-13.6,-2.3,1.6
COc1ccccc1NC(=O)C(=O)N/N=C(\C)CC(=O)Nc1ccccn1,-2.9,2.1,-2.9,1.3,4.4,-7.6,-2.4,-3.3,-5.8,92.6,1.9
CC(C)N(C)Cc1cn(C)nc1-c1ccc(Oc2ccccc2)cc1,-2.5,-0.4,-0.5,-4.0,0.9,7.5,-1.1,-12.3,-17.6,i,2.7
O=C(CCCOc1ccc(Cl)cc1Cl)Nc1cccnc1,-3.1,-2.5,-2.5,-6.5,2.0,5.4,-0.6,-0.3,0.1,33.5,-0.6
CCOP1(=O)C=C(Sc2ccc([N+](=O)[O-])cc2[N+](=O)[O-])C(C)(C)O1 (stereo unspecified),-10.0,-1.8,.,0.5,4.8,16.0,2.4,0.7,6.8,.,.
Cc1ccc(CNC(=O)C2CCCN(c3nc4ccccc4o3)C2)cc1 (stereo unspecified),0.6,-3.7,-2.1,-6.8,3.5,3.6,0.5,0.7,10.8,-14.9,1.3
CCOc1ccc(Br)cc1C(=O)N/N=C/c1ccccn1,2.6,-3.0,5.4,0.5,-1.5,-2.8,0.8,4.3,11.4,205.7,-1.6
COc1ccccc1NC(=O)C(C)OC(=O)CCCN=C1NS(=O)(=O)c2ccccc21 (stereo unspecified),1.3,11.6,0.7,2.2,-0.1,12.6,-1.0,5.9,-31.9,-4.3,5.8
COCCCNC(=S)NNC(=O)c1ccc(S(=O)(=O)N2CCC(C)CC2)cc1,0.2,-2.6,-1.1,-6.7,4.0,-8.6,1.8,11.6,7.1,-11.6,0.9
C=CCOn1c(=O)c(-c2ccc(C)cc2)[n+]([O-])c2ccccc21,0.0,3.6,0.9,-4.5,2.6,4.8,-0.5,-5.6,-12.8,-7.5,0.4
COc1ccc(NC(=O)COc2nc(N(C)C)nc(N(C)C)n2)cc1,-5.6,2.1,-0.3,-6.8,1.3,-3.7,0.2,-0.7,-7.3,-3.2,2.5
COc1cc(C(C)=O)ccc1OCC(=O)Nc1cc(Cl)ccc1-n1cncn1,-0.1,-3.2,.,-3.5,4.3,5.5,1.4,0.7,7.8,.,.
O=C1CC[C@@H](CN(Cc2ccccc2)Cc2cn[nH]c2-c2cc3ccccc3o2)N1,0.1,-4.5,0.0,-10.4,0.1,12.1,-1.5,-7.2,21.5,3.6,1.9
COCCSc1ccccc1C(=O)NCC1CCCO1 (stereo unspecified),-1.6,6.5,0.9,-8.0,2.8,-11.2,-0.2,-6.7,11.1,-4.2,3.3
Cc1c(C(=O)N/N=C/c2cccc(O)c2)nnn1-c1nonc1N,-1.5,-1.1,0.8,-6.5,0.6,0.5,0.2,-0.8,-4.5,0.1,0.3
CN(C)C=NC(=O)/C(C#N)=C1\CCc2ccccc2N1,-2.7,1.4,-0.7,-7.6,2.9,-5.9,1.4,-14.7,3.3,-5.8,3.6
COc1ccc(CN(C)C(=O)c2cccc(S(=O)(=O)N3CCCc4ccccc43)c2)c(OC)c1OC,-10.1,3.6,.,-0.8,2.3,9.7,2.1,-0.9,-7.9,.,.
O=C(Cc1ccc([N+](=O)[O-])cc1)Nc1cccc(C(=O)N2CCCC2)c1,0.8,4.5,-0.1,8.6,4.4,3.0,-0.1,0.8,-13.0,-7.3,1.9
Cc1cc(OCC(=O)NNC(=O)c2cnccn2)cc(C)c1Cl,1.7,4.9,.,5.7,-5.5,-0.8,-2.4,-1.2,-18.0,.,.
COc1ccc(NC(=O)c2ccc3ncsc3c2)cc1,-0.1,2.8,-0.7,0.9,0.2,2.0,1.3,-9.2,-10.9,-7.7,3.2
CCOc1ccc2[nH]c(=O)c(CN(CCCO)S(=O)(=O)c3ccc(F)cc3)cc2c1,1.2,9.5,-1.4,2.8,1.5,1.5,-2.2,-2.4,-28.3,-15.1,-0.4
CCc1cccc(C)c1NC(=O)CN1C(=O)NC(C)(CCC(C)C)C1=O (stereo unspecified),0.2,-0.3,-1.3,4.5,3.8,-0.8,0.1,5.5,1.1,10.7,0.6
COc1ccc([C@H]2[C@H](C(C)=O)N3N=Cc4ccccc4C3C23C(=O)OC(C)(C)OC3=O)cc1 (stereo partly specified),0.2,3.1,-0.8,-1.1,3.6,1.9,0.0,-4.0,-8.2,-2.9,5.0
COc1ccc(NC(=O)CCSc2nc(C)cs2)cc1,-1.3,0.8,0.7,-4.6,0.9,-1.9,2.0,-1.9,-2.8,21.7,1.3
O=C(NC1CCS(=O)(=O)C1)c1cccc(Br)c1 (stereo unspecified),0.2,0.2,1.3,5.6,-0.1,2.1,2.9,1.1,-0.6,-6.2,-1.4
CCCNC(=O)c1nc(C)n(-c2cc(Cl)ccc2Cl)n1,-0.1,-1.1,-1.5,-4.0,5.4,-4.2,-3.7,0.1,2.9,-6.5,-0.9
COc1cccc(/C=C/C(=O)OCC(=O)NC2CCCCCCC2)c1,-2.8,2.2,-0.8,12.4,0.7,1.1,2.7,3.5,-7.9,1.0,2.0
Cc1ccc2nc(Nc3nc(CSc4nnnn4-c4ccccc4)cc(=O)[nH]3)nc(C)c2c1,0.1,-4.5,-2.4,-8.6,0.6,1.9,-1.1,-7.8,12.2,5.8,2.5
CCC(C(=O)Nc1ccccc1C(=O)N1CCCC1)N1C(=O)c2ccccc2C1=O (stereo unspecified),-2.1,1.7,-6.4,8.0,2.2,3.8,-0.1,-8.8,-5.7,-8.6,0.2
CC(=O)c1nn(-c2cccc(Br)c2)cc1C(=O)c1cccc2ccccc12,-10.7,6.2,0.7,-9.8,3.2,-7.6,1.7,-2.4,-30.4,-17.1,1.6
